AID inhibitor – blocks human AID cytidine deaminase activity | Potency, µM (series often up to 115 µM), for the others: at the top dose activity change, negative = inhibition, usual class: inhibitors | 91,000 tested, 0.32% active | AID deamination FRET fluorescence, UDG-coupled, 4 h; note: nearly all actives have a fitted effect of over 25% in size
Target sequence (Q9GZX7 whole entry, looked up): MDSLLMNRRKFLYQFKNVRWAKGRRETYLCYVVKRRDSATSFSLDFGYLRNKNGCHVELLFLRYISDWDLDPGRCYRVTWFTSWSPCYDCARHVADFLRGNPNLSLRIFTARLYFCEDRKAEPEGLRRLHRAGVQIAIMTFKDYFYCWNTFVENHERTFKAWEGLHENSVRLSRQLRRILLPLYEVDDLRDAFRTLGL
UDG counter – blocks uracil-DNA glycosylase in AID counter-screen. FRET deamination/UDG coupled assay, UDG read, 4 h. Potency, µM (doses to about 115 µM), for the others: at the highest dose activity change, negative = inhibition, usual class: inhibitors. 91,000 tested, 0.14% active. AID 1347430; note: nearly all actives have a fitted effect of over 65% in size
Active calls of the source: *; ? = inconclusive; [ ] = another dose, or the depositor's remark. Calls come from the whole dose curve; as a rule, active = well fitted curve in the direction sought with a large enough effect; inconclusive = small, poorly fitted or top-dose-only effect, or another doubt; inactive = no such curve, though single readings can be large; an effect the other way counts as inactive or inconclusive. % is set by controls: 0 for no effect and ±100 for the full control effect; potency is the fitted concentration of half-maximal effect. Not all compounds are listed; rates above refer to the full screens.

SMILES	AID inhibitor	UDG counter
C=CCNc1nc(C(=O)OC(C)C(=O)Nc2ccc(F)c(F)c2F)cs1 (stereo not drawn)	-12%	-13%
Cc1ccc(Cl)c2sc(NC(=O)c3ccc(S(=O)(=O)N4CCCC4)cc3)nc12	7%	-6%
CC1CCc2c(sc3nnn(CC(=O)Nc4cccc(C(F)(F)F)c4)c(=O)c23)C1 (stereo not drawn)	?	-20%
CC(=O)Nc1ccc(Nc2nc(-c3sc(C)nc3C)cs2)cc1	-23%	18%
O=C(Nc1ccc(C(=O)OCc2cc(=O)n3c4c(sc3n2)CCCC4)cc1)c1ccc(F)cc1	-3%	-1%
COc1ccc(OCCNC(=O)c2cn(C)c3ccccc23)cc1	-12%	-9%
CC(C)C/C(=N\NC(=O)C1CC1c1ccccc1)c1ccccc1 (stereo not drawn)	-16%	-17%
CN(C)C(CNC(=O)C1CCC(C(C)(C)C)CC1)c1ccsc1 (stereo not drawn)	-4%	-7%
Cc1cccc(-n2cc(-c3ccccc3)nc2SCC(=O)Nc2ccccc2Cl)c1	-3%	-4%
COc1cc(/C=C/C(=O)c2ccc(OCC#N)cc2)ccc1OCCC(C)C	-19%	-6%
COc1ccccc1C(=O)c1c(N)c(-c2nc(-c3ccccc3)cs2)c2ccccn12	-18%	0%
Cc1c(C(=O)Nc2cccc(C(F)(F)F)c2)sc2nc3n(c(=O)c12)CCCC3	1%	-7%
c1ccc2cc(CNCCN3CCCC3)ccc2c1	-6%	-7%
CCOC(=O)N1CCc2c(sc3c2c(=O)n(-c2ccccc2)c(=O)n3CC(=O)Nc2ccc(OC)cc2OC)C1	-2%	-5%
CN(Cc1cnn(-c2ccccc2)c1)C(=O)c1nn(C)c(=O)c2ccccc12	-2%	2%
COc1cc(OC)c(OC)cc1/C=C/C(=O)c1sc(-c2ccc(O)cc2)nc1C	12%	-9%
Cc1cccc(NC(=O)CC2Nc3ccccc3NC2=O)c1C (stereo not drawn)	2%	5%
COc1ccccc1C(=O)Nc1ccccc1SCc1cc(=O)c2ccccc2[nH]1	5%	-16%[57.5 µM]
CCOC(=O)NC(CNC(=O)CSc1ccccc1)CC(C)C (stereo not drawn)	-3%	0%
NCCCOc1ccccc1	-4%	-1%
Cc1cc(C)cc(-n2ccnc(NCCc3ccccc3)c2=O)c1	-18%	26%
COc1cc(OC)cc(C(=O)N2CCC(N3CCCC3)CC2)c1	-6%	45%[activator]
CCOc1cc(C2Nc3ccc(C)cc3[C@H]3OCCC[C@@H]23)cc(Br)c1O (stereo partly drawn)	-13%	2%
Cc1ccccc1-c1noc(-c2ccc(N3CCCC3)c([N+](=O)[O-])c2)n1	-13%	?
CCOC(=O)c1ccc(NC(=O)Cc2noc3ccc(C)cc23)cc1	-14%	-1%
Next section:
SMILES	AID inhibitor	UDG counter
Cc1ccc(Cn2c(=O)n(Cc3ccccc3)c(=O)c3oc4ccccc4c32)cc1	8%	4%
O=C(COc1ccc(Cl)cc1)N(CCCN1CCOCC1)c1nc2ccccc2s1	-6%	-2%
CCCc1cnc2c(c1SCC(=O)N1CCC(C)CC1)c(=O)n(C)c(=O)n2C	-10%	1%
CC(C)CCNC(=O)c1cnc2sc(N3CCCCC3)nn2c1=O	-4%	0%
COCCn1c(SCC(=O)c2ccc(F)cc2)nnc1-c1ccc(Cl)cc1	-16%	5%
CC(C)c1ccc(Nc2c(-c3ccc(N4CCOCC4)cc3)nc3ncccn23)cc1	8%	8%
Cn1c(=O)c2c(ncn2CC(=O)NCCc2cccc(F)c2)n(C)c1=O	-10%	-10%
CCn1c(C)cc(C(=O)COC(=O)c2csc(NCc3ccccc3)n2)c1C	-1%	-2%
O=S(=O)(NCC(c1ccccc1)N1CCc2ccccc21)c1ccccc1 (stereo not drawn)	-25%	-15%
COc1cccc(NC(=O)CCc2nc(-c3cc(OC)c(OC)c(OC)c3)no2)c1	-12%	-16%
CCOc1ccc(N(c2nc(-c3ccc(OC)c(OC)c3)no2)c2nc(-c3ccc(OC)c(OC)c3)no2)cc1	4%	8%
CN1C[C@H](C(=O)N[C@]2(C)O[C@@]3(O)[C@@H]4CCCN4C(=O)[C@H](Cc4ccccc4)N3C2=O)C[C@@H]2c3cccc4[nH]cc(c34)C[C@H]21	23%	-3%
Cc1cccc(-n2c(C)nc3cc(C(=O)NC4CCCCCC4)ccc32)c1	-27%	-10%
CC(=O)c1ccc(O)cc1	4%	-5%
Cc1ccc(C)c(N(C)S(=O)(=O)c2ccc3[nH]cc(C(=O)NC4CCCC4)c(=O)c3c2)c1	-6%	?
C/C(CC(C)C)=N\NC(=O)CCC(=O)N/N=C(\C)CC(C)C	0%	1%
CCC(=O)N1CCc2cc(Br)cc(S(=O)(=O)NCCc3ccccc3)c21	7%	-4%
COc1ccc(-c2nc(C)c(-c3ccccc3)s2)cc1OC	-8%	-2%
COC(=O)c1ccc(Cn2c(SCc3ccccc3F)nc3ccncc32)cc1	-7%	14%
Cc1nc(SCC(=O)N2CCN(c3ccccc3)CC2)[nH]c(=O)c1C	-3%	-3%
CC1CCCCN1S(=O)(=O)c1ccc(F)c(C(=O)Nc2ccccc2C(F)(F)F)c1 (stereo not drawn)	-12%	-1%
CC(C)Cc1ccc(C(C)NC(=O)C2CCC2)cc1 (stereo not drawn)	-9%	1%
COc1ccc(/C=C(\C#N)c2nc(-c3cc(Cl)ccc3OC)cs2)cc1	24%	-16%
CCc1ccc(NS(=O)(=O)c2[nH]ncc2C(=O)OC)cc1	10%	-1%
CCOc1ccc(C(=O)c2oc3ccccc3c2NC(=O)c2cc(=O)c3ccc(C)cc3o2)cc1	0%	-12%[57.5 µM]
Continued:
SMILES	AID inhibitor	UDG counter
CC1CCN(C(=O)Cn2cc(SCC(=O)NCc3ccccc3Cl)c3ccccc32)CC1	7%	5%[57.5 µM]
Cc1nn(CC(=O)Nc2ccccc2F)c(=O)c2c(C)n(-c3ccc(Cl)cc3)nc12	1%	-7%
Cc1ccc(S(=O)(=O)Oc2ccc3oc(=O)c(-c4ccccc4)c(C)c3c2)cc1	-5%	4%
Cc1ccc(Cl)cc1NC(=O)C1CCC(CNS(=O)(=O)c2cccc3nsnc23)CC1 (stereo not drawn)	21%[57.5 µM]	-2%[57.5 µM]
COc1ccc(/C=C\C(=O)NC2CC(=O)N(c3ccc(F)cc3)C2)cc1OC (stereo not drawn)	-2%	6%
Cc1ccc(C)n1-c1nnc(N2CCCC(C(=O)Nc3ccccc3F)C2)s1 (stereo not drawn)	-3%	3%
O=C(O)CCc1cccc(Cl)c1	-5%	-7%
Cc1ccc(COC(=O)c2ccccc2Sc2ccccc2C#N)cc1	-8%	-14%
CN(C)CC(NC(=O)c1ccc(CNC(N)=O)cc1)c1ccccc1 (stereo not drawn)	-5%	0%
COc1ccc(NC(=O)CC2C(=O)N(c3ccccc3)C(=O)N2C2CCCCC2)cc1 (stereo not drawn)	9%	5%
CCCCn1cc(S(=O)(=O)c2ccc(CC)cc2)c(=O)c2cc(F)c(N3CCOCC3)cc21	?	?
CCCCN(Cc1ccccc1)C(=O)c1oc(=O)c2ccccc2c1-c1ccc(C)cc1	-3%	-13%
NS(=O)(=O)c1ccc(CCNCC(O)COCc2ccc(Cl)cc2)cc1 (stereo not drawn)	-4%	-8%
Cn1cnc2c(=O)oc3ccc(S(=O)(=O)Nc4ccc(F)cc4)cc3c21	4%	13%
O=C(CSc1nc2ccccc2s1)NCCc1ccc(F)cc1	-12%	-4%
CC(C)NC(=O)/C=C/c1ccc(Br)cc1	2%	2%
COc1ccc(-c2cc(C(=O)Nc3cnn(Cc4ccc(F)cc4)c3)no2)cc1OC	-3%	24%
Cc1ccc(Cn2c(C)c(CNC(C)c3ccccc3)c(C(=O)O)c2C)cc1 (stereo not drawn)	9%	-1%
COc1cc(-c2nc3c(c(=O)[nH]c(=O)n3Cc3ccccc3)n2C)ccc1OCc1ccccc1	3%	5%
N#C/C(=C\c1cc(Br)c(O)c(Br)c1)c1nc2ccccc2[nH]1	-9%	2%
CCN(Cc1ccccc1)Cc1c(O)ccc2oc(C)c(C(=O)Nc3ccccc3C)c12	13%	3%
CCC(CO)NC(=O)c1nc(Cc2c[nH]c3ccccc23)no1 (stereo not drawn)	19%	3%
CC(C)(C)NC(=O)CSc1nc2c(c(C(F)(F)F)c1C#N)CCCC2	-8%	8%
O=C(NCC(c1cccs1)N1CCCCCC1)c1cc(=O)c2ccc(Br)cc2o1 (stereo not drawn)	2%	5%
CCCc1nn2c(=O)cc(COC(=O)c3cccc(NC(=O)c4ccc(OCC)cc4)c3)nc2s1	?	-6%

Some values from the entries so far.
Under AID inhibitor, `COc1ccc(-c2cc(C(=O)Nc3cnn(Cc4ccc(F)cc4)c3)no2)cc1OC` shows -3%
Under AID inhibitor, `COc1ccc(NC(=O)CC2C(=O)N(c3ccccc3)C(=O)N2C2CCCCC2)cc1` (stereo not drawn) shows 9%
Under AID inhibitor, `NS(=O)(=O)c1ccc(CCNCC(O)COCc2ccc(Cl)cc2)cc1` (stereo not drawn) shows -4%
Under UDG counter, `N#C/C(=C\c1cc(Br)c(O)c(Br)c1)c1nc2ccccc2[nH]1` shows 2%
Under UDG counter, `O=C(CSc1nc2ccccc2s1)NCCc1ccc(F)cc1` shows -4%
Under AID inhibitor, `CCN(Cc1ccccc1)Cc1c(O)ccc2oc(C)c(C(=O)Nc3ccccc3C)c12` shows 13%

(continued)
SMILES	AID inhibitor	UDG counter
CCN1CCc2c(sc(NC(=O)Nc3ccc(Cl)c(Cl)c3)c2C(N)=O)C1	79%[activator]	-3%
COc1ccc2c(CNCCc3ccccc3)c(C(=O)O)n(Cc3cccc(F)c3)c2c1	6%	7%
CC1CCC(C(C)C)C(OC(=O)COC(=O)CCC(=O)c2cccs2)C1 (stereo not drawn)	1%	1%
Cc1cccc(C(=O)Nc2c(NC3CCCCC3)c3ccccc3oc2=O)c1	-1%	5%
O=C(Oc1ccc2c(-c3cc4cc(Br)ccc4oc3=O)cc(=O)oc2c1)N1CCOCC1	-2%	-4%
Cc1csc(SC(C(=O)NC2CC2)c2ccc(F)cc2)n1 (stereo not drawn)	-3%	2%
Cc1ccc(-c2nc3cccc(C)n3c2Nc2ccc3c(c2)OCCO3)cc1	-47%	-18%
COc1ccc(S(=O)(=O)N(CC(=O)Nc2ccc3c(c2)OCO3)c2ccc(C)cc2)cc1	206%[activator]	1%
CCOP(=O)(OCC)c1nc(-c2ccco2)oc1NCc1ccc(F)cc1	-8%	-7%
O=C(NCCc1ccc(Cl)cc1)Nc1ccc(Cl)cc1F	-1%	5%
COc1ccccc1NC(=O)c1cc2ccc(O)cc2oc1=O	-3%	-4%
CCc1cccc(C)c1NC(=O)C1=C(C)C(=O)OC12CCC(C)CC2 (stereo not drawn)	-3%	-6%
CN(C)S(=O)(=O)N(CC(=O)NCCSc1ccc(Cl)cc1)c1ccccc1	?	-9%
COc1ccc(C2=CC(c3ccc(F)cc3)n3ncc(C(=O)Nc4ccc(C)cc4)c3N2)cc1 (stereo not drawn)	133%[activator]	-15%
CC(OC(=O)c1ccc2c(c1)NC(=O)CS2)C(N)=O (stereo not drawn)	4%	-6%
COc1cccc(OC)c1C(=O)Nc1nnc(C)s1	26%	27%
COc1cc(OC)c(NC(=O)c2ccc3nc(C(C)C)oc3c2)cc1Cl	-15%	-6%
Cc1cc(C)cc(NC(=O)Cn2c(=O)c3c(ncn3Cc3ccccc3)n(Cc3ccccc3)c2=O)c1	-1%	7%
Cc1cc(SCC(=O)NC(=O)NC(C)(C)C)nc2ccccc12	-10%	4%
COc1ccccc1Nc1ncc2c(n1)CCN(Cc1ccc(C)s1)C2	-15%	43%[activator]
Cc1ccc(-c2noc(-c3nnn(-c4cccc(C(F)(F)F)c4)c3N)n2)cc1	1%	-2%
Cc1ccc2oc(C(=O)N(Cc3ccccc3F)C3CCS(=O)(=O)C3)c(C)c2c1 (stereo not drawn)	?	?
COc1ccc(NC(=O)c2ccc3c(c2)CCN3S(=O)(=O)c2ccccc2)cc1	?	-21%[57.5 µM]
CCc1ccccc1NC(=O)N1CC(C)Sc2ccccc21 (stereo not drawn)	-22%	12%
CCOC(=O)C1=C(O)c2ccccc2C(=O)/C1=C\c1ccc(C)cc1	0%	-9%
Next section.
SMILES	AID inhibitor	UDG counter
CCCCNC(=O)c1ccc(N)cc1	1%	3%
COc1ccc(-c2nnc(SCC(=O)Nc3c(C)cccc3C)nc2-c2ccc(OC)cc2)cc1	-19%[57.5 µM]	-27%[57.5 µM]
Nc1cccc(-c2cc3ccccn3c2)c1	7%	-9%
COc1ccc(/C=C(/C#N)C(=O)Nc2ccccc2C(=O)O)cc1O	-22%	-11%
Cc1ccccc1CNC(=O)Cc1csc2ccccc12	-15%	-7%
Cc1cc(C(=O)CSc2ccc(Br)cc2)c(C)[nH]1	10%	-9%
NC(=O)c1ccc(CN2CCC(c3nc4cc(Cl)ccc4o3)CC2)cc1	-1%	3%
CC1CCC(Nc2ccc3cc(S(=O)(=O)N4CCCC4)ccc3n2)CC1 (stereo not drawn)	2%	-23%
Cc1ccccc1-c1nc2c(c(SCc3cccc(Cl)c3)n1)Cc1c(CO)cnc(C)c1O2	?	-16%
C=CCN(CC=C)Cc1ccc(OCc2ccccc2)c(OC)c1	-10%	-1%
CSC1=N/C(=C\c2cccc(OC(C)=O)c2)C(=O)S1	-5%	2%
CC[N+](CC)(CC)CCCOC(=O)C1(c2ccccc2)CCCC1	-3%	-8%

Sorted by heavy-atom count (lowest first): some entries from above
SMILES	AID inhibitor	UDG counter
CC(C)NC(=O)/C=C/c1ccc(Br)cc1	2%	2%
CC(C)Cc1ccc(C(C)NC(=O)C2CCC2)cc1 (stereo not drawn)	-9%	1%
Cc1ccccc1-c1noc(-c2ccc(N3CCCC3)c([N+](=O)[O-])c2)n1	-13%	?
Cc1ccc(C)n1-c1nnc(N2CCCC(C(=O)Nc3ccccc3F)C2)s1 (stereo not drawn)	-3%	3%
COc1cccc(NC(=O)CCc2nc(-c3cc(OC)c(OC)c(OC)c3)no2)c1	-12%	-16%
CC1CCN(C(=O)Cn2cc(SCC(=O)NCc3ccccc3Cl)c3ccccc32)CC1	7%	5%[57.5 µM]

Screens as filed in PubChem BioAssay.
